CFTR F508del cor: CFTR F508del correction in bronchial cells; activity (quench increase), % at 7.58 µM; CFBE cells, YFP halide quenching; stimulated with forskolin plus potentiator P3; % fluorescence drop versus neutral controls; hit rate 0.36% among 350,000; AID 720511;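 active = mean added fluorescence quench of at least 8% versus neutral control, with both replicates also reaching 8%; inconclusive = only one of the mean or replicate conditions met; inactive = mean below 8% and not both replicates reaching 8%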;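 also: cells transiently co-express mutant CFTR-F508del with the halide-sensitive YFP; corrector assay measuring rescue of mutant channel to the surface after 24 h compound exposure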
GSIS activator: GLuc luminescence reporter in INS-1E cells, primary screen for activators of glucose-dependent secretion of insulin | activation, % at 16.6 µM | AID 743287 | hit rate 0.61% among 370,000 | INS-1E GLuc reporter insulin secretion, 2-3 h;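 active = lowest replicate activation of at least 40%, so every replicate reaches that level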;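 also: 0% = median of neutral control wells and 100% = median of IBMX positive control wells; some compounds called inactive have numbers as strong as hits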
XiGFP reactiv: X-chromosome reactivation activator | XiGFP mouse fibroblasts, % GFP-positive cells imaging, 3 d; cells co-treated with 5-aza-dC sensitizer; scaled so ellipticine positive control = 100% | activation, % at 7.58 µM | hit rate 0.055% among 360,000 | AID 743238;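 active = mean normalized replicate activation at least 10% and every replicate at or above 10%; inconclusive = only one of the two criteria met; inactive = mean below 10% and not all replicates reach 10%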;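 also: 0% = median of on-plate neutral control wells and 100% = ellipticine 6 µM median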
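Schedule: 3 d treatment, 15 min room-temperature fixation; system: 68-5-11 XiGFP fibroblast line; buffer or medium: DMEM plus 5-aza-dC sensitizer; control set: ellipticine 6 µM positive control; compound: one concentration, pinned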
PAX8 reporter: inhibitors of PAX8 transcriptional activity in RMG-I cells; hit rate 1.2% among 360,000; AID 652154; inhibition, % at 12.6 µM; RMG-I TPO-luciferase reporter, SteadyGlo, 24 h;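 active = mean replicate inhibition at least 60% with every replicate also reaching 60%; inconclusive = only one of the two criteria is met; inactive = mean below 60% and not all replicates reaching 60%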;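 also: luciferase light reporting Pax8 driven TPO promoter activity; plate controls were median of neutral control wells for no effect and mitoxantrone controls for full effect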
EWS-Fli inh: inhibitors of EWS/Fli oncoprotein transcriptional activity; A673 NR0B1-luciferase reporter, viability-normalised; inhibition, % at 12.6 µM; hit rate 0.67% among 350,000; AID 651661;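 active = mean inhibition of at least 50% after viability correction, with every replicate also passing that limit; inconclusive = mean reaches 50% but only one of two replicates passes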;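 also: firefly luciferase signal divided by Alamar Blue viability fluorescence both relative to DMSO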
ERp5 inh: blocks human ERp5 reductase activity on insulin | hit rate 0.05% among 350,000 | AID 651711 | Q15084 | ERp5 insulin aggregation, absorbance 650 nm, 90 min | inhibition, % at 9.99 µM;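 active = mean replicate inhibition above about 25%, with every replicate also reaching it, limit read from the data, passing the limit was not always enough; inconclusive = only one of those two criteria met; inactive = neither criterion met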
Target sequence (Q15084 whole entry, looked up): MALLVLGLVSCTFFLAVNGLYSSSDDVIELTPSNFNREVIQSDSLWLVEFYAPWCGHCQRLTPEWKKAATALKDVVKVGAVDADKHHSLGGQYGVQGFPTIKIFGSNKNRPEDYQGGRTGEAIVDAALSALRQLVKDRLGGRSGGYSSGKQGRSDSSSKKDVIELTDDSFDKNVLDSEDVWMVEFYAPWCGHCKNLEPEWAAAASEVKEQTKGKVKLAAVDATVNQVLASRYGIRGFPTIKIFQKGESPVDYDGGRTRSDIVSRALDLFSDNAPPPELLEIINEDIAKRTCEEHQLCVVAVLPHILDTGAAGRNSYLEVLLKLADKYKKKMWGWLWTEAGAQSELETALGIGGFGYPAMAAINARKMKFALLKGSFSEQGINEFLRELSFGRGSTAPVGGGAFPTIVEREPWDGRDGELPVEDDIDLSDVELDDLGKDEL
DENV2 CPE rescue: protects cells from dengue virus 2 cytopathic effect; hit rate 1.7% among 350,000; DENV2-infected cells, cytopathic effect rescue, plate reader; CPE inhibition, % at 9.99 µM; in the data active = CPE inhibition above about 20%, passing the limit was not always enough; inconclusive = no clear call, values can overlap the other calls; tested in BHK-21 cells;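 also: 0% = median of neutral control wells and 100% = median of positive control wells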
ARNT TACC3 PPI: disrupts binding between human ARNT and TACC3 | Q9Y6A5 | AlphaScreen His-ARNT PAS-B/GST-TACC3 binding, luminescence; TACC3 fragment carries E629A point mutation | inhibition, % at 9.99 µM | hit rate 0.66% among 390,000 | AID 623870;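 active = mean inhibition of replicates at least 50% and at least half of replicates each reaching 50%; inconclusive = half or more replicates reach 50% but mean below 50%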;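 also: 0% = complete ARNT plus TACC3 wells and 100% = ARNT alone without TACC3; many hits fall short of the cut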
* = called active by the depositor; u = inconclusive; x = no result given.

SMILES	GSIS activator	XiGFP reactiv	DENV2 CPE rescue	EWS-Fli inh	PAX8 reporter	ERp5 inh	ARNT TACC3 PPI	CFTR F508del cor
CCOC(=O)C[C@H]1c2cc(C(F)(F)F)ccc2S(=O)(=O)N1C(C)C	30.5	0.0	2.1	5.8	0.1	-4.7	-4.1	-3.9
C[C@H](CO)N1C[C@H](C)[C@H](CN(C)C(=O)CN2CCOCC2)Oc2ncc(-c3cncnc3)cc2C1=O	28.9	-0.2	x	-3.6	-24.1	x	x	0.8
Cc1ccn(-c2cc(O)c(-n3ccc(C)n3)cc2O)n1	x	-0.1	-8.7	-20.7	-13.9	3.8	8.1	-2.7
CO[C@@H]1CC[C@@H]2CCOc3ccc(C#N)cc3C(=O)N(C)C[C@@H](C)C(=O)N(C)C[C@H]1O2	-2.8	0.0	u	4.3	9.7	2.2	-5.9	x
CC(C)(O)C(=O)N=Nc1c(O)[nH]c2ccccc12	3.4	0.0	4.9	-19.8	-71.1	5.5	-1.4	0.2
Cc1ccc(S(=O)(=O)NCC[C@@H]2CC[C@H](NC(=O)c3ccccn3)[C@@H](CO)O2)cc1	10.7	-0.1	4.3	6.2	8.9	6.3	-5.6	1.6
CC(C)C(=O)NN(C(=O)C(C)C)c1nc2ccccc2s1	1.4	0.2	5.3	10.6	19.7	-4.0	1.6	-0.7
C[C@@H]1CCCCO[C@@H](CN(C)C(=O)CCC(F)(F)F)[C@@H](C)CN([C@H](C)CO)C(=O)c2cc(NC(=O)NC3CCCCC3)ccc2O1	-4.8	0.0	2.1	-10.5	x	-8.0	-10.2	-2.3
COc1cc(OC)c(C(=O)O/N=C(\N)c2ccccn2)cc1OC	23.2	0.0	-6.5	-9.3	-38.0	7.3	1.3	-1.0
O=C(C[C@@H]1CC[C@H]2[C@@H](COC[C@H](O)CN2C(=O)Nc2ccc(Cl)c(Cl)c2)O1)NCc1ccccc1	-28.1	0.0	0.6	-6.5	25.3	4.5	-0.5	5.6
CC(C)NC(=O)N1[C@H](CN(C)C(=O)c2ccncc2)[C@@H](c2ccccc2)[C@@H]1CO	-11.6	-0.1	11.5	-2.3	-18.9	1.1	-4.2	4.0
O=C(C[C@H]1CC[C@H]2[C@@H](COC[C@H](O)CN2S(=O)(=O)c2ccc(F)cc2)O1)NCc1ccc(Cl)c(Cl)c1	-15.3	0.0	-9.0	4.2	4.1	-0.2	-6.0	-0.4
CCCCn1c(O)c(N=Nc2ccccc2O)c2ccccc21	5.3	0.1	x	-15.6	-17.5	-2.7	0.8	-2.7
Cn1c(CNc2cccc(Cl)c2)nnc1SCC#N	7.5	0.2	3.5	6.2	15.8	0.2	-2.2	-1.1
O=C(N/N=C/c1cc(Cl)cc(Cl)c1O)c1ccncc1	-4.4	0.0	4.4	12.4	-1.2	2.0	54.1*	4.0
Nc1cccc([N+](=O)[O-])c1	-4.8	0.1	1.9	-9.0	5.5	-6.5	-11.8	1.0
CN(C)C(=O)C[C@@H]1C[C@H]2c3cc(NC(=O)Nc4ccccc4)ccc3O[C@H]2[C@@H](CO)O1	4.2	0.1	u	-5.5	2.4	x	-6.3	0.9
CCN(CC(=O)NCc1cccs1)C(=O)c1cc(S(=O)(=O)N2CCCCC2)ccc1Cl	-8.8	0.0	u	4.1	-3.4	-19.7	-0.5	2.8
O=C(Nc1ccc(OC(F)(F)F)cc1)Oc1ccccc1N1CCCCC1	9.2	-0.1	-8.9	-10.4	-5.3	7.9	x	-2.6
Fc1cccc(Cc2c(-c3ccccc3)nc3c(Cl)cc(C(F)(F)F)cn23)c1	-27.3	0.1	1.5	-4.5	14.1	2.2	x	0.1
C[C@@H]1CN([C@@H](C)CO)C(=O)c2cc(NS(=O)(=O)c3ccc(Cl)cc3)ccc2O[C@@H](C)CCCCO[C@H]1CN(C)C(=O)CCCN(C)C	-6.9	-0.1	-8.7	-14.6	-43.2	2.5	-2.2	1.8
COc1ccc(OC)c(C=NNC(=O)NN=Cc2cc(OC)ccc2OC)c1	-19.8	0.0	1.4	0.2	10.1	7.9	x	-0.7
COc1ccc(S(=O)(=O)Nc2ccc3c(c2)CC(=O)N([C@@H](C)CO)C[C@@H](C)[C@H](CN(C)Cc2ccncc2)O3)cc1	16.4	-0.1	-6.4	6.4	3.6	2.2	-9.6	0.6
COc1ccc(Cc2noc(CN(C)CCc3ccccc3)n2)cc1OC	6.5	-0.1	-3.2	-19.7	15.6	2.7	-5.9	0.4
C[C@H]1CCCCO[C@@H](CN(C)C(=O)Nc2ccc3c(c2)OCO3)[C@@H](C)CN([C@@H](C)CO)C(=O)c2cc(NC(=O)c3ccccc3)ccc2O1	-15.9	0.1	-0.5	-7.8	-19.6	-0.6	-4.6	-2.6
CCC(=O)N1CC2(CN(C(=O)Nc3c(C)noc3C)C2)c2c([nH]c3cc(OC)ccc23)[C@H]1CO	18.3	0.1	-8.4	-14.3	x	8.0	x	0.1
C[C@@H]1CN([C@H](C)CO)C(=O)c2cc(NS(=O)(=O)c3ccc(F)cc3)ccc2O[C@@H]1CN(C)C(=O)Nc1ccc2c(c1)OCO2	-3.8	-1.1	2.0	-4.1	x	1.2	-2.0	-3.6
O=C(Nc1ccccc1)N1CCCCN2[C@@H](CO)[C@H](c3ccc(C#Cc4cccnc4)cc3)[C@@H]2C1	-20.0	0.2	-10.7	7.3	-17.8	3.3	9.3	0.5
CCCc1cc(C(=O)OC)c(NC(=O)OCC)s1	-0.9	x	8.1	11.8	x	-2.9	2.1	-1.9
COC(=O)CCC/C=C1/SCC(NC(=O)c2ccccc2)C1O (configuration not stated)	-6.7	x	0.7	3.7	x	0.6	1.2	-3.4
CN(C)S(=O)(=O)c1cccc(COc2cccnc2[N+](=O)[O-])c1	23.5	0.1	10.9	3.4	6.6	0.9	0.7	-1.4
O=C(c1cnccn1)N1CC(=O)N2[C@H](CO)[C@H](c3ccc(C4=CCCCC4)cc3)[C@@H]2C1	-3.6	0.1	4.4	-8.2	-22.9	5.8	x	-0.3
O=S(=O)(O)c1ccc(SCc2ccccc2)nc1	5.6	0.1	7.7	12.1	-1.9	2.2	1.5	-2.7
O=C(NCc1ccc(Cl)nc1)c1csc([C@@H]2O[C@H](CO)[C@H](O)[C@H](O)[C@H]2O)n1	4.0	-0.1	-2.1	-1.7	0.9	0.4	x	0.9
Cc1noc(C)c1NC(=O)Nc1ccc2c(c1)C(=O)N([C@@H](C)CO)C[C@H](C)[C@@H](CN(C)CC1CC1)OCCCC[C@H](C)O2	-4.9	0.2	3.8	x	-38.4	5.8	-6.2	-2.8
COc1ccc2c3c([nH]c2c1)[C@H](CO)N(C(=O)C1CCCCC1)CC31CCN(C(=O)c2ccncc2)CC1	4.4	0.2	11.1	9.3	3.9	-1.0	x	-2.2
CCOC(=O)c1cc2c(nc1NC(=S)NCc1ccccc1)CCCC2	9.0	0.0	-2.0	-31.4	-32.3	-0.7	-2.7	x
CC(=O)c1sc(C(C)(C)C)cc1NC(=O)c1ccccc1C(=O)O	-9.6	0.1	-3.0	3.6	6.6	4.8	3.9	1.3
CCOC(=O)C1(C)CCCN1C(=O)c1ccc2ccccc2c1 (configuration not stated)	14.8	0.0	3.6	0.5	4.2	7.7	x	-0.6
c1ccc(Oc2ncnc3sccc23)cc1	4.7	-0.1	-0.1	-5.5	-3.5	-0.4	4.7	1.7
Cc1cc(-c2ccc(C)c(S(=O)(=O)Nc3cccc(CN4CCCC4)c3)c2)on1	-3.5	0.0	16.0	16.3	-4.5	1.2	5.0	2.5
CC(C)C#Cc1cnc2c(c1)C(=O)N([C@H](C)CO)C[C@@H](C)[C@@H](CN(C)Cc1cncnc1)O2	-2.2	-1.0	-2.7	0.6	-7.7	-2.1	-6.5	2.8
CCN(CC(=O)NCc1cccs1)C(=O)c1ccc(S(=O)(=O)N(C)c2ccccc2)cc1	x	-0.2	-7.9	0.0	-15.1	4.1	-3.5	3.6
CCc1ccccc1NC(=O)CCc1c(C)nc(SC)nc1C	2.4	0.3	8.4	1.0	24.7	-3.7	-5.5	0.2
Cc1ccc(N(Cc2ccc(C(=O)NCCSc3ccccn3)cc2)S(C)(=O)=O)cc1C	3.5	0.0	-0.6	3.7	28.3	0.6	-10.6	x
COc1ccccc1CNc1cncnc1	12.2	0.0	0.8	7.2	20.3	-8.8	2.8	2.4
O=C(CCc1ccccc1)NC1C2CC3CC(C2)CC1C3 (configuration not stated)	x	0.0	2.2	-8.7	32.2	2.1	0.0	-1.6
O=C(COc1ccc(Cl)cc1Cl)N/N=C/c1ccc(OC2OC(CO)C(O)C(O)C2O)cc1 (configuration not stated)	-11.0	0.0	x	0.2	-4.5	3.1	-4.2	0.1
COc1ccc(CCNC(=O)CCc2ccc(S(=O)(=O)NC(C)C)cc2)cc1OC	3.7	0.0	x	x	-4.8	x	-4.5	x
COCCn1c(N)c(N(Cc2ccccc2)C(=O)c2ccc(-c3ccc(Cl)cc3)o2)c(=O)[nH]c1=O	5.2	-0.1	-1.6	0.6	11.1	8.3	34.8	0.7
Cc1c(Cl)cccc1NC(=O)C1CCCCC1	8.1	0.0	6.7	-9.5	0.9	8.6	x	-0.5
COc1ccc(/C=N/NC(=O)C(N)=O)c(OC)c1OC	-6.5	0.0	x	x	-8.2	x	2.7	x
CNC[C@H]1OCCCC[C@H](C)Oc2ccc(NC(=O)Nc3cccc4ccccc34)cc2C(=O)N([C@@H](C)CO)C[C@@H]1C	-4.0	-0.6	-9.2	0.7	20.4	2.9	8.6	-1.2
Cc1ccc(-c2c[n+](Cc3ccc(Cl)c(Cl)c3)c3n2CCC3)cc1	-37.2	0.2	x	x	79.7*	x	20.6	x
C/C=C/c1ccc([C@@H]2[C@H](CO)N(S(C)(=O)=O)[C@H]2CN(CC)C(C)=O)cc1	5.1	0.1	-1.9	-4.0	3.1	2.2	1.8	0.4
CCCc1nnc(NC(=O)CCC(=O)N2CCN(Cc3cc(Cl)ccc3OC)CC2)s1	-8.3	0.3	0.3	3.5	5.7	5.1	-2.1	3.1
Cn1c(=O)oc2cc(S(=O)(=O)NCCC(=O)NCCc3ccccc3)ccc21	x	x	-4.5	6.1	x	-0.2	-4.9	-0.2
O=C(/C=C/c1ccccc1Cl)NC1CCCCC1	x	0.0	13.0	-91.4	-60.2	-5.5	10.9	-0.7
O=C(c1ccc2c(c1)CCN2S(=O)(=O)c1ccccc1)N1CCN(c2ccc(F)cc2)CC1	-10.2	0.3	6.8	-0.2	-7.5	2.4	x	1.2
Cc1ccc(-c2ccc3nnc(SCC(=O)NCC4CCCO4)n3n2)cc1 (configuration not stated)	3.0	-0.2	4.4	0.8	-3.3	-7.3	-0.3	2.3
COc1ccc(CN(C)C[C@@H]2Oc3ccc(NC(=O)Nc4ccc(OC)cc4)cc3C(=O)N([C@H](C)CO)C[C@@H]2C)cc1	-5.2	0.1	-5.7	-10.2	-7.3	-8.0	-4.3	-0.6
CCNC(=O)C[C@@H]1C=C[C@@H](NC(=O)C2CCOCC2)[C@H](CO)O1	7.3	-0.2	0.2	-0.5	4.9	6.4	7.7	-0.7

Screening data deposited in PubChem BioAssay by Broad Institute.
